Bim-Mcl-1: inhibitors of Bim peptide binding to Mcl-1, primary screen, biochemical, bead-based flow cytometry, multiplex | Induced myeloid leukemia cell differentiation protein Mcl-1 (Homo sapiens), Q07820 | Bim peptide-Mcl-1 binding | inhibition, % at 10 µM | hit rate 0.1% among 190,000; in the data active means inhibition above about 40%;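 further: 0% = no compound tracer wells and 100% = peptide blocker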
Target sequence (Q07820 whole entry, looked up): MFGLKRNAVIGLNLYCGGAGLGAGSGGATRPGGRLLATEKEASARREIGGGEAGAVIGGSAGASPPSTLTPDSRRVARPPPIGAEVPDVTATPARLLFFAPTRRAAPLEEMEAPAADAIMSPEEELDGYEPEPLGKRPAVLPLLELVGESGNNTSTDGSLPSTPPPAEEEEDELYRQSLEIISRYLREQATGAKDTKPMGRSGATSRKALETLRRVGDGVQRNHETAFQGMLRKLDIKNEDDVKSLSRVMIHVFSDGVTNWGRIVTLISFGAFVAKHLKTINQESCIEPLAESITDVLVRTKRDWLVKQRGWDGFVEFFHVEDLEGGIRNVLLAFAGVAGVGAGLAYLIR
Mcl1-Bid inh: Mcl-1/Bid binding inhibitors, primary screen, biochemical, TR-FRET, 1536-well; Induced myeloid leukemia cell differentiation protein Mcl-1 (Homo sapiens), Q07820; TR-FRET Mcl-1/Bid-Dy647 peptide binding; inhibition, % at 21.7 µM; hit rate 0.97% among 220,000;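 active means compounds that cut the binding signal by more than half at the single screening dose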;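 further: His-tagged Mcl-1 with europium anti-His antibody binding Bid BH3 peptide; 0% = Mcl-1 plus peptide wells and 100% = peptide-only wells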
RGS8-Gao reg: RGS8-Galphao binding modulators, primary screen, biochemical, multiplexed bead flow cytometry; Guanine nucleotide-binding protein G(o) subunit alpha (Homo sapiens), P09471; actives lie on both sides; response (percent of control binding), % at 10 µM; hit rate 0.34% among 220,000; AID 1423, 2008; in the data active means response below about 60% or above about 140%; inactive means in between;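 further: Galphao activated as the GDP aluminium fluoride complex binding bead-coupled RGS8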
Target sequence (P09471 whole entry, looked up): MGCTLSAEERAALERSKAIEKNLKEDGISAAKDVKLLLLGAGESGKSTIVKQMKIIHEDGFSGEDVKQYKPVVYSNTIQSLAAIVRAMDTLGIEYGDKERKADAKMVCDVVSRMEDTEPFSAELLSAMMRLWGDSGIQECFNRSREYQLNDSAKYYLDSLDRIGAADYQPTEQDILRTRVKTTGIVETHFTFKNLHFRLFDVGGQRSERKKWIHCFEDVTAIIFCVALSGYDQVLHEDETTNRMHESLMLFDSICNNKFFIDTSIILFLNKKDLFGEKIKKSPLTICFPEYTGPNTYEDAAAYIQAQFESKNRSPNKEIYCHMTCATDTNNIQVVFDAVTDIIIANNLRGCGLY
Rab2A wt mod: modulators of GTP binding to Rab2A wildtype, primary screen, biochemical, dog, bead-based flow cytometry, multiplex. GTP binding activity, % at 10 µM. hit rate 0.19% among 190,000. Ras-related protein Rab-2A (Canis lupus familiaris), P61105. GST-Rab2 wt beads, Bodipy-GTP binding;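 active means GTP binding activity at least 20 points away from 100%, either lowered or raised; inconclusive means signal likely due to the compound's own green fluorescence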;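 further: 0% = beads with excess unlabeled GTP and 100% = no-compound control corrected for plate trend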
Pf gametocyte: late stage P. falciparum gametocyte viability inhibitors, primary screen, ATP luminescence, HTS; P. falciparum stage V gametocytes, 24 h; inhibition, % at 10.9 µM; hit rate 0.065% among 150,000;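 active means inhibition above the mean plus 3 SD of compounds within the control limits, set per campaign, cut at about 38% in these data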;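 further: 0% = DMSO wells and 100% = medium only without gametocytes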
Mcl1 Noxa PPI: Mcl-1/Noxa binding inhibitors, primary screen, biochemical, TR-FRET, 1536-well | TR-FRET Mcl-1/Noxa peptide binding, 2 h | inhibition, % at 21.7 µM | hit rate 1.5% among 220,000 | AID 1022, 2008;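 active means compounds that cut the protein-peptide binding signal by more than 50% relative to plate controls in a single-dose test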;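 further: His-tagged Mcl-1 with rhodamine Noxa BH3 peptide and terbium anti-His antibody; 0% = Mcl-1 plus Noxa peptide wells and 100% = peptide-only wells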
Rab7 wt modul: modulators of GTP binding to Rab7, primary screen, biochemical, wildtype, multiplex bead flow cytometry | Rab7 GTPase wild type (dog), Bodipy-FL-GTP binding | GST-Rab7 beads, fluorescent GTP binding; actives lie on both sides; untreated = 100%, excess cold GTP = 0% | GTP binding activity (percent of control), % at 10 µM | hit rate 0.055% among 190,000;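 active means fluorescent GTP binding to Rab7 beads changed by at least 20 points from the 100% baseline, either direction, mostly lower; inconclusive means compound itself probably fluorescent, or too few beads counted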;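 further: median green fluorescence of bound Bodipy-FL-GTP per Rab7 bead population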
HRas wt GTP bind: modulators of GTP binding to HRas wildtype, primary screen, biochemical, bead-based flow cytometry, multiplex; AID 759, 2007; hit rate 0.14% among 190,000; GST-Ras wt beads, Bodipy-FL-GTP binding; actives lie on both sides; GTP binding activity, % at 10 µM; GTPase HRas (Homo sapiens), P01112;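 active means GTP binding activity at least 20% away from the 100% baseline, either lowered as inhibitor or raised as activator; inconclusive means flagged as likely green fluorescent, judged across all proteins in the well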;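 further: 0% = unlabeled GTP competition control and 100% = no-compound control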
Target sequence (P01112 whole entry, looked up): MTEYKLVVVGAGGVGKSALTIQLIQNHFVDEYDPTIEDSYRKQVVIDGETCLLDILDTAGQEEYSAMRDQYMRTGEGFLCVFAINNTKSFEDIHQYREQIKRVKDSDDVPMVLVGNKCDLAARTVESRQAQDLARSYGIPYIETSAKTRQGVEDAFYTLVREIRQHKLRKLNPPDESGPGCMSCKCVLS
Rac1 wt modul: wildtype Rac1 GTP binding modulators, primary screen, biochemical, GST-Rac1 beads, flow cytometry, multiplex | Ras-related C3 botulinum toxin substrate 1 (Homo sapiens), P63000 | fluorescent GTP binding; actives lie on both sides; 0 = cold GTP competed, 100 = untreated | GTP binding activity (% of control), % at 10 µM | hit rate 0.27% among 190,000 | AID 757, 2007;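 active means GTP binding activity at least 20 points away from the 100% control level, either lower or higher; inconclusive means compound flagged as likely green fluorescent, judged across all proteins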
Rac1 act GTP bind: GTP binding modulators of activated mutant Rac1, primary screen, biochemical, bead-based flow cytometry, multiplex, fluorescent GTP. GST-Rac1 activated beads; actives lie on both sides; 100% means binding = to untreated wells. percent activity (GTP binding), % at 10 µM. hit rate 0.11% among 190,000. AID 764, 2007;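 active means GTP binding at least 20 percentage points away from the 100% baseline, in either direction, so actives lie on both sides; inconclusive means Compound likely fluorescent itself, or too few beads counted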
Cdc42 wt: modulators of GTP binding to wildtype Cdc42, primary screen, biochemical, multiplex bead flow cytometry, Bodipy-GTP. GST-Cdc42 beads; actives lie on both sides. percent activity (GTP binding), % at 10 µM. hit rate 0.2% among 190,000;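 active means percent activity GTP binding at least 20 points away from the 100% baseline, either down as inhibitor or up as activator; inconclusive means compound flagged as likely green fluorescent from well-wide comparison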;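 further: median bead fluorescence of bound Bodipy-FL-GTP at 100 nM; 0% = excess unlabeled GTP control and 100% = no compound control; below 100% means less GTP binding so inhibitor and above means activator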
The depositor's hits bear a star; u = inconclusive; x = not tested or not shown.

SMILES	Bim-Mcl-1	Mcl1-Bid inh	RGS8-Gao reg	Rab2A wt mod	Pf gametocyte	Mcl1 Noxa PPI	Rab7 wt modul	HRas wt GTP bind	Rac1 wt modul	Rac1 act GTP bind	Cdc42 wt
CS(=O)(=O)N(CC(=O)Nc1ccccc1-c1ccccc1)c1ccc(F)cc1	0	-18	99	96	4	23	102	97	100	97	98
COc1cccc(C(C(=O)NC(C)(C)C)N(Cc2ccco2)C(=O)CCC(=O)Nc2cc(C)on2)c1OC (stereo not given)	0	1	95	96	-3	7	97	95	97	95	97
CC(C)Oc1ccc(CNCC2(O)CCOC(C)(C)C2)cc1 (stereo not given)	-3	31	120	100	10	20	97	98	106	98	104
COc1ccc(C(=O)N2CCC(C(=O)Nc3ccc(C)cc3)CC2)cc1	-3	1	101	102	8	16	105	97	100	91	100
Cc1cc(NC(=O)c2nn(C)c(C)c2[N+](=O)[O-])no1	2	-4	104	97	5	-12	98	97	97	97	97
COc1ccc(C(=O)Nc2cc(=O)n(C)c(=O)n2C)cc1OC	-4	-4	102	100	x	6	97	97	102	99	102
N#Cc1c(N)n(CCOC(=O)c2cccc(Br)c2)c2nc3ccccc3nc12	1	-2	102	89	x	25	92	92	89	93	93
CN1C(=O)/C(=C\c2cc(Br)cs2)c2ccccc21	-26	-4	105	u	-1	-3	u	u	u	u	u
O=C1N/C(=C/c2cccn2-c2ccccc2)C(=O)N1Cc1ccc(F)cc1	7	-36	102	102	17	-9	99	100	105	101	101
O=C(O)C1C2CCC(O2)C1C(=O)Nc1cnn(Cc2ccccc2)c1 (stereo not given)	-4	-9	100	107	18	5	107	107	112	104	108
Cc1cccc(-n2cc(CN3CCN(c4ccccn4)CC3)c(-c3cccc(F)c3)n2)c1	-3	0	106	96	-3	0	96	96	98	93	96
CC1CC1c1ccc(/C=C(\C#N)C(=O)Nc2cc(Cl)ccc2Cl)o1 (stereo not given)	19	-9	105	100	x	0	97	100	103	100	101
Cc1ccc(S(=O)(=O)N2CC(=O)Nc3ccccc32)cc1C	-3	16	98	104	10	5	102	102	108	101	103
CCCCN(CC)C(=S)Nc1ccc2nc(N3CCN(C)CC3)cc(C)c2c1	-1	-57	103	97	2	22	93	98	101	98	98
CCOC(=O)C1=C(C)NC(=O)NC1c1ccc(C)o1 (stereo not given)	0	-36	103	102	x	1	101	102	105	98	104
Cc1c(C(=O)N2CCOCC2)sc(NC(=O)Cc2ccccc2)c1C#N	1	-23	98	99	10	0	95	96	101	97	99
O=C(c1ccc(COc2ccccc2Br)o1)N1CCN(c2ccccn2)CC1	0	33	113	98	9	-7	102	97	98	98	98
CC(=O)C1=C(C)OC(N)=C(C#N)C1c1cc2cccc(C)c2nc1Cl (stereo not given)	1	10	98	99	1	19	98	96	98	97	97
COCCCNCCCCOc1ccccc1-c1ccccc1	-3	-10	102	101	x	-9	99	102	103	101	101
Cc1ccc(NC(=O)Cn2c(=O)c(C)nc3ccccc32)cc1	5	-31	101	99	x	-3	98	100	97	96	99
Cn1c(=O)cc(SCC(=O)N2CCN(c3ccccc3)CC2)c2ccccc21	1	-8	100	105	x	8	106	105	108	102	108
O=C(NCc1ccco1)C1CCN(c2nc3ccccc3n2Cc2ccc(F)cc2)CC1	0	-21	100	103	x	2	107	103	111	100	102
O=[N+]([O-])c1ccc(NC(=S)NCCc2ccc(Cl)cc2)cc1	-8	94*	98	93	x	21	92	95	94	92	95
COc1ccc(-c2csc3ncnc(Cl)c23)cc1	-3	-25	100	96	14	1	102	96	96	93	96
CCc1ccccc1NC1c2ccccc2C(=O)N1Cc1ccco1 (stereo not given)	-2	-13	96	98	x	10	99	97	96	93	96

Mcl1-Bid inh: what is marked active above.
compound	Bim-Mcl-1	Mcl1-Bid inh	RGS8-Gao reg	Rab2A wt mod	Mcl1 Noxa PPI	Rab7 wt modul	HRas wt GTP bind	Rac1 act GTP bind	Cdc42 wt
O=[N+]([O-])c1ccc(NC(=S)NCCc2ccc(Cl)cc2)cc1	-8	94*	98	93	21	92	95	92	95

The listing continues:
SMILES	Bim-Mcl-1	Mcl1-Bid inh	RGS8-Gao reg	Rab2A wt mod	Pf gametocyte	Mcl1 Noxa PPI	Rab7 wt modul	HRas wt GTP bind	Rac1 wt modul	Rac1 act GTP bind	Cdc42 wt
CCOCCn1c(SCc2cccc(C)c2)nc2c1c(=O)[nH]c(=O)n2C	1	-10	95	98	x	-1	94	97	104	97	100
Cc1cc(C(=O)Cn2nnc3ccccc3c2=O)c(C)n1-c1ccccc1F	-4	-34	99	99	11	16	99	100	99	98	99
COc1ccc(C)cc1NC(=O)COC(=O)c1c(C)noc1C	-3	-7	97	104	x	5	103	105	106	101	108
O=C(NCc1ccc2c(c1)OCO2)C1CC(=O)N(C2CCCCCCC2)C1 (stereo not given)	0	-11	102	101	x	4	99	101	100	99	99
CCOC(=O)c1c(NC(=O)c2c(C)noc2C)sc2c1CCCCC2	-5	-22	99	u	x	-9	u	u	u	u	u
COc1ccc([N+](=O)[O-])cc1NC(=O)CN(C)S(=O)(=O)c1ccccc1	-1	-7	100	99	-2	25	96	100	102	99	100
COc1ccc(OC)c(NC(=O)Cn2cnc3c(cnn3-c3ccccc3)c2=O)c1	-2	4	101	102	x	4	101	100	103	100	102
COc1ccccc1C(O)P(=O)(OC(C)C)c1ccc(N(C)C)cc1 (stereo not given)	-3	-24	104	102	x	8	99	103	103	100	101
Nn1c(SCC(=O)NC2CCCCC2)nnc1C1CC1	-5	-26	102	89	16	x	91	92	87	90	92
O=C1SC(c2ccccc2)=C/C1=C\N1CCCCC1	-2	-5	101	97	x	23	96	98	96	95	97
COc1ccc(NC(=O)Nc2cc(NC(=O)Nc3ccc(OC)cc3)c(C)nc2C)cc1	0	34	99	106	-4	21	103	104	106	102	106
COc1ccc(OC)c(/C=N/NC(=O)Cc2nc3ccccc3[nH]2)c1	-1	-38	89	97	x	23	94	98	102	98	98
O=C(CN1C(=O)NC2(CCCCCC2)C1=O)N1CCN(S(=O)(=O)c2ccc(Cl)cc2)CC1	-6	-12	94	99	x	13	96	97	94	95	97
Cc1ccc(-n2nc(CN3CCOCC3)c(-c3ccccc3)c2N)c(C)c1	-4	-30	99	98	-2	-5	102	100	103	99	105
C=CCOC(=O)CCCC(=O)NC1CCCCC1	-2	-8	97	u	-15	21	u	u	u	u	u
Cc1cc(C)cc(N(CCC(=O)O)S(=O)(=O)c2ccc3ccccc3c2)c1	-2	-2	101	97	x	2	100	98	99	93	98
O=C(O)c1nn(-c2ccccc2)c(-c2ccccc2)c1C(=O)c1ccccc1	-2	3	103	u	21	29	u	u	u	u	u
Cc1ccc(S(=O)(=O)N2CC(O)CC2C(=O)Nc2ccc3c(c2)CCC3)cc1 (stereo not given)	x	-40	100	101	16	-5	97	98	95	98	98
N=P(N1CCOCC1)(N1CCOCC1)C12CC3CC(CC(C3)C1)C2	0	-5	103	99	x	13	104	101	107	101	99
S=C(Nc1ccc(Cl)cc1)NN1CCOCC1	-5	-33	96	104	-11	-11	102	102	109	100	109
Cc1cc(Br)ccc1SCC(=O)OCC(=O)NC1CC1	0	2	102	93	20	6	96	92	96	93	96
CCOC(=O)C(CCC(=O)O)(CCC(C)C)c1csc(N)n1 (stereo not given)	-2	2	114	100	9	6	102	100	103	100	100
O=C(NCc1cccnc1)/C(=C/c1ccco1)NC(=O)c1ccccc1	-1	14	102	97	18	-2	95	100	98	97	100
CN(C(=O)c1ccc2c(c1)CCN2S(C)(=O)=O)c1ccccc1	1	-18	98	95	x	3	90	95	96	98	96
CC(=O)Nc1ccc(S(=O)(=O)c2ccc(C)cc2)cc1	3	3	98	94	11	9	96	94	99	96	98
S=c1[nH]nc(-c2ccccn2)n1/N=C/c1ccc(Br)s1	-15	-39	101	84	2	18	88	85	83	82	86
Cc1ccccc1C(=O)Nc1ccc(-c2nc3ccc(C(=O)c4ccccc4)cc3[nH]2)cc1	0	-18	100	99	x	-25	97	99	99	99	99

Already shown: an excerpt of the list.
SMILES	Bim-Mcl-1	Mcl1-Bid inh	RGS8-Gao reg	Rab2A wt mod	Pf gametocyte	Mcl1 Noxa PPI	Rab7 wt modul	HRas wt GTP bind	Rac1 wt modul	Rac1 act GTP bind	Cdc42 wt
CS(=O)(=O)N(CC(=O)Nc1ccccc1-c1ccccc1)c1ccc(F)cc1	0	-18	99	96	4	23	102	97	100	97	98
COc1cccc(C(C(=O)NC(C)(C)C)N(Cc2ccco2)C(=O)CCC(=O)Nc2cc(C)on2)c1OC (stereo not given)	0	1	95	96	-3	7	97	95	97	95	97
CC(C)Oc1ccc(CNCC2(O)CCOC(C)(C)C2)cc1 (stereo not given)	-3	31	120	100	10	20	97	98	106	98	104

Six entries out of the list above, ordered by the value under HRas wt GTP bind, largest number first.
Molecule	HRas wt GTP bind
COc1ccccc1C(O)P(=O)(OC(C)C)c1ccc(N(C)C)cc1 (stereo not given)	103
N=P(N1CCOCC1)(N1CCOCC1)C12CC3CC(CC(C3)C1)C2	101
Cc1ccc(S(=O)(=O)N2CC(O)CC2C(=O)Nc2ccc3c(c2)CCC3)cc1 (stereo not given)	98
CC(=O)Nc1ccc(S(=O)(=O)c2ccc(C)cc2)cc1	94
Cc1cc(Br)ccc1SCC(=O)OCC(=O)NC1CC1	92
S=c1[nH]nc(-c2ccccn2)n1/N=C/c1ccc(Br)s1	85

2 compounds from above with just Mcl1-Bid inh.
canonical_smiles	Mcl1-Bid inh
COc1ccccc1C(O)P(=O)(OC(C)C)c1ccc(N(C)C)cc1 (stereo not given)	-24
O=C(NCc1ccc2c(c1)OCO2)C1CC(=O)N(C2CCCCCCC2)C1 (stereo not given)	-11
